From PubChem BioAssay
LANA DNA inh – inhibitors of KSHV C-LANA binding to DNA, primary screen, biochemical, fluorescence polarization, FAM-LBS DNA, MBP-C-LANA, single point; inhibition, % at 9 µM; actives 0.078% (n = 340,000); AID 504423, 2011;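 active = highest replicate inhibition at or above 60% at 9 µM, even if other replicates fall short; inactive = all replicates below 60% inhibition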;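 also: 0% = neutral control wells and 100% = 4 µM acridine orange control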
SR-BI uptake up – activators of SR-BI mediated DiI-HDL uptake, primary screen, ldlA[mSR-BI] CHO cells, DiI fluorescence | 3 h; 100 = double the neutral-control signal | activation, % at 12.5 µM | actives 0.096% (n = 320,000) | AID 504775, 2011;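 active = mean replicate activation of at least 60% and every replicate at or above 60%; inconclusive = mean or all-replicate condition met, but not both; inactive = mean below 60% and not all replicates reaching 60%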;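 also: 0% = median plate neutral-control signal and 100% = twice that signal; values of inactives mirror those of a sister screen read the other way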
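system = CHO ldlA[mSR-BI] cells, LDL receptor-null, SR-BI overexpressing | medium = Ham's F12 with 0.5% BSA, HEPES 25 mM, pH 7.4 | probe or stimulus = DiI-HDL 10 µg/mL | compound dosing = single-point compound dose | incubation = compound exposure 3 h, 37 °C | technique = DiI fluorescence, bottom read | read-out = cell-associated DiI fluorescence as measure of HDL uptake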
PKA-R2B activ – activators of PKA-R2B holoenzyme, primary screen, biochemical, fluorescence polarization, Cy5-IP20, human; activation, % at 11.4 µM; PKA-R2B holoenzyme dissociation; R2B truncated from residue 108, S112A mutant; 0% DMSO only, 100% 113 µM cGMP; cAMP-dependent protein kinase catalytic subunit beta (Homo sapiens) + cAMP-dependent …; actives 0.079% (n = 340,000);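 active = activation above a cutoff set at the mean over all compounds plus 3 SD, cut at about 18% in these data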;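 also: higher means more holoenzyme dissociation and a rise in polarization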
DAGLB inh – DAGLB lipase inhibitors, primary screen, biochemical, fluorescence, HTS; Diacylglycerol lipase-beta (Homo sapiens), Q8NCG7; actives 0.059% (n = 340,000); inhibition, % at 5.17 µM; HEK293T DAGLB membrane lysate, EnzChek fluorogenic substrate; in the data active = inhibition above about 34%;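 also: 0% = enzyme with vehicle and 100% = wells lacking enzyme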
Target sequence (Q8NCG7 whole entry, looked up): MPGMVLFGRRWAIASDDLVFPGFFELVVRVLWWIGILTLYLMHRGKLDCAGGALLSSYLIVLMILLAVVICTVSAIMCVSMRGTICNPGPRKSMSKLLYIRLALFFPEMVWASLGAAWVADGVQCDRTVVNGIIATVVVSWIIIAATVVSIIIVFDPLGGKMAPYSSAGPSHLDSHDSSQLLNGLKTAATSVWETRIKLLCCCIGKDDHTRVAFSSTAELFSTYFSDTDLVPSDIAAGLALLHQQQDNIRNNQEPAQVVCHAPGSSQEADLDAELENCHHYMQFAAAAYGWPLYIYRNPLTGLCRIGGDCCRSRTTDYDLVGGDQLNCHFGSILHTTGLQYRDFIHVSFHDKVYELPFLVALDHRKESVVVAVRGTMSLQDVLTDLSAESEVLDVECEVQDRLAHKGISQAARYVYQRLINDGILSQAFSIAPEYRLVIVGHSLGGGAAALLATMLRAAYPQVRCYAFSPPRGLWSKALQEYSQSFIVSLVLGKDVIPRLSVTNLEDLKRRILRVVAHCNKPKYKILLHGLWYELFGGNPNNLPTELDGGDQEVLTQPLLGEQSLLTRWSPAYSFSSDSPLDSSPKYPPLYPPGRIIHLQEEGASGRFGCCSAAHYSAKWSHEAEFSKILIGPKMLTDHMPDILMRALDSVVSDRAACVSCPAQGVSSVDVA
CAL PDZ FP-1 – untagged CAL PDZ binding inhibitors, primary screen, biochemical, fluorescence polarization, HTS. Golgi-associated PDZ and coiled-coil motif-containing protein (Homo sapiens), Q9HD26. inhibition, % at 24.9 µM. purified CAL PDZ, TMR-peptide fluorescence polarization, 1 h. AID 602252, 2012. actives 0.92% (n = 300,000);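 active = mean inhibition of at least 30% with at least half of replicates also reaching 30%; inconclusive = no clear call, values can overlap the other calls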;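 also: 0% = DMSO neutral control and 100% = excess unlabeled competitor peptide PRC23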
RTF Ca sens act – cardiac RTF calcium sensitivity activators, primary screen, biochemical, IANBD-TnC fluorescence, EC20 calcium | Troponin I, cardiac muscle (Homo sapiens) + Troponin T, cardiac muscle (Homo sapiens) + … | actives 0.24% (n = 340,000) | activation, % at 7.2 µM | IANBD-labeled TnC RTF fluorescence at EC20 calcium; 0% EC20 calcium, 100% full calcium;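 active = activation above the mean over all tested compounds plus 3 SD, cut at about 30% in these data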;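 also: rise in fluorescence read as greater calcium sensitivity of cardiac thin filaments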
Rtt109 Vps75 – inhibitors of C. albicans Rtt109/Vps75 HAT, primary screen, biochemical, ThioGlo CoA-SH fluorescence, plate reader; Histone acetyltransferase RTT109 (Candida albicans (strain SC5314 / ATCC MYA-2876)), …; purified Rtt109/Vps75, 4 h; inhibition, % at 34.9 µM; actives 0.16% (n = 330,000); AID 540336, 2011;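 active = inhibition of at least 50% in every replicate; inconclusive = best replicate reaches 50% inhibition but some replicates fall short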
Target sequence (Q5AAJ8 whole entry, looked up): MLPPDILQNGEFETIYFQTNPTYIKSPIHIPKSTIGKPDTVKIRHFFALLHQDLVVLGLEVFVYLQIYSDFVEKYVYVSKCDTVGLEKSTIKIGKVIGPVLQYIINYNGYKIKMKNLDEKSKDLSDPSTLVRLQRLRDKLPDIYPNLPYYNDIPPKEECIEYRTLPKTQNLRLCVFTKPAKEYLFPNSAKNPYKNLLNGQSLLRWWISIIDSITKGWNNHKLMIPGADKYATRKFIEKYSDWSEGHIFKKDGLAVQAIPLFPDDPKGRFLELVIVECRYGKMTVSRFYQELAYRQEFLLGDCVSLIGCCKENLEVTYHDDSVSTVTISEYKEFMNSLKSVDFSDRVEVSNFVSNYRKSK
Cardiac RTF inh – cardiac RTF calcium sensitivity inhibitors, primary screen, biochemical, IANBD-TnC fluorescence, EC70 calcium; Troponin I, cardiac muscle (Homo sapiens) + Troponin T, cardiac muscle (Homo sapiens) + …; IANBD-labeled cardiac RTF, Ca2+ fluorescence; inhibition, % at 7.15 µM; actives 0.12% (n = 340,000);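 active = inhibition above the mean inhibition of all tested compounds plus 3 SD, cut at about 17% in these data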;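 also: assay run at fixed EC70 calcium of 1.6 mM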
Keap1 Nrf2 FP – Keap1-Nrf2 protein-protein interaction inhibitors, primary screen, biochemical, fluorescence polarization, single point; Kelch-like ECH-associated protein 1 (Homo sapiens), Q14145; Keap1 Kelch-Nrf2 peptide fluorescence polarization, 1536-well; inhibition, % at 9.4 µM; actives 0.15% (n = 340,000); AID 504523, 2011; in the data active = inhibition above about 12%; inconclusive = no clear call, values can overlap the other calls; inactive = below about 7.3%;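 also: human Keap1 Kelch domain with fluorescein labeled Nrf2 9mer peptide probe; 0% = neutral control wells and 100% = peptide positive control; higher means more block of Keap1 binding to Nrf2 peptide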
CAL PDZ FP-2 – CAL PDZ peptide-binding inhibitors, primary screen, biochemical, fluorescence polarization, Cer-tagged CAL PDZ, HTS; purified CAL PDZ, TMR-peptide fluorescence polarization, 1 h; inhibition, % at 20 µM; Golgi-associated PDZ and coiled-coil motif-containing protein (Homo sapiens), Q9HD26; actives 0.02% (n = 330,000); AID 504414, 2011;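 active = highest replicate inhibition of at least 40%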;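 also: plate controls were DMSO neutral control wells for no effect and unlabeled competitor peptide control wells for full effect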
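Material: tagged CAL PDZ domain; buffer or medium: 25 mM sodium phosphate pH 7.4, 150 mM NaCl, TCEP, IgG, Thesit; compound dosing: single point, 20 µM; schedule: 1 h incubation at room temperature before polarization reading; measured by: FP readout, S and P plane fluorescence; read-out basis: percent inhibition from loss of millipolarization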
* hit, by the source's call; ? = inconclusive; / = no result given.

SMILES	LANA DNA inh	SR-BI uptake up	PKA-R2B activ	DAGLB inh	CAL PDZ FP-1	RTF Ca sens act	Rtt109 Vps75	Cardiac RTF inh	Keap1 Nrf2 FP	CAL PDZ FP-2
COCCn1cnc2c(c1=O)c1nc3ccccc3nc1n2/N=C/c1ccc(OC)c(OC)c1	-9.3	31	-11	1	1	0	-9	-5	-2	-5.9
OCCNc1nc(Nc2ccccc2Oc2ccccc2)nc(N2CCCC2)n1	-5.8	8	0	-5	0	-3	-3	-5	5	-1.0
COc1cccc(CN2CCN(Cc3cccc(Br)c3)CC2)c1OC	-3.4	3	5	-4	-4	-3	-9	-3	3	/
COc1ccc2cc(C(=O)NCC(=O)O)sc(=O)c2c1OC	-0.8	34	-10	-1	4	-3	3	-10	-5	-1.4
COc1cc2cc(CN(Cc3ccc4c(c3)OCO4)C(=O)c3ccco3)c(=O)[nH]c2cc1OC	1.5	3	21*	3	/	0	2	2	0	-2.7
COc1ccc(Cl)cc1C(=O)n1nc(C)cc1C	0.0	-9	0	0	-1	1	-17	0	0	-0.1
COc1cc(OC)c(C(=O)N(CCc2ccccc2)Cc2ccccc2)cc1OC	-1.1	-19	-2	-1	-2	2	-12	-6	2	-0.8
O=[N+]([O-])c1ccc(NCCNS(=O)(=O)c2ccccc2)cc1	2.2	-8	-4	-1	2	10	5	-3	4	-2.5
c1ccc2c(-c3ccc(OCCN4CCCCC4)cc3)c(-c3ccsc3)sc2c1	-1.1	-43	4	1	-4	8	-1	-1	-4	-0.9
O=C(Cc1c(F)cccc1Cl)NNC(=O)c1cccs1	0.3	17	3	0	-3	-1	5	-5	2	0.6
CNC(=O)N1c2ccccc2NC(=O)CC1C (centres undefined)	0.1	12	-5	0	-1	-1	/	4	-3	-1.9
Cc1cc(C)n2nc(C(=O)Nc3ccc(N4CCOCC4)cc3)nc2n1	-0.3	42	-2	-1	-11	4	-13	0	-2	/
Cc1ccc(NC(=O)C(c2ccc(Cl)cc2Cl)N2CCCC2)cc1 (centres undefined)	-1.6	-15	15	-18	-1	-2	-13	-1	-2	-2.8
C=CC[C@@H](CC(=O)N(CCO)Cc1ccccc1)C(=O)N[C@@H](COC(=O)[C@@H](CC=C)CC(=O)OC(C)(C)C)Cc1c[nH]c2ccccc12	-0.2	-27	-3	-6	0	-7	10	0	-5	-2.7
O=C(COC(=O)c1cc([N+](=O)[O-])ccc1Cl)NCCc1ccccc1	-2.0	7	-2	-1	-2	-1	0	6	-4	-1.2
O=C(OCCN(C1=NS(=O)(=O)c2ccccc21)c1ccccc1Cl)c1ccc(Cl)cc1	1.0	-21	-8	-5	-7	1	6	-5	-2	0.6
CCCNC(=O)C1CCN(S(=O)(=O)c2cccc3nonc23)CC1	1.1	12	2	-1	-5	5	-3	0	-1	-0.9
CC(C)c1[nH]nc2c1C(c1cccs1)C(C#N)=C(N)O2 (centres undefined)	1.5	-20	-3	1	/	6	7	-4	-2	-0.5
CCOC(=O)c1c(C)[nH]c(C(=O)COC(=O)CCC2CCCC2)c1C	-0.3	21	13	2	/	-3	?	-1	-3	-2.2
COc1cc([N+](=O)[O-])ccc1NC(=O)Cn1ccsc1=N	0.4	-19	-4	0	/	0	-6	-5	-9	-0.7
Cc1c(CC(=O)N[C@@H](C)C(=O)O)c(=O)oc2c(C)c3occ(-c4ccccc4)c3cc12	0.0	18	-1	1	-11	5	20	1	5	-6.8
COc1ccc(C2c3sc(=O)[nH]c3SCC2C(N)=O)cc1 (centres undefined)	-11	32	-5	1	-4	-4	?	14	-2	-0.7
COc1cc(SC)ccc1C(=O)Nc1c(C)cccc1C	-0.8	-47	-10	-1	-1	-2	-5	-3	3	-1.5
Cc1occc1-c1nnc(SCC(=O)N2CC(=O)Nc3ccccc32)n1CC(C)C	1.9	-17	-6	0	-2	4	2	-11	-6	-3.0
CCOC(=O)C(=O)NNc1ccc(Cl)cc1	0.4	24	10	0	-3	2	2	-3	-5	-2.1
CN(Cc1nc2ccccc2[nH]1)C(=O)C1CCC(=O)N(C2CCCC2)C1 (centres undefined)	0.5	12	-3	1	14	4	-1	-1	1	-0.8
O=[N+]([O-])c1cccc(-c2n[nH]c(=S)n2Cc2ccccc2)c1	1.0	11	1	2	-2	-3	1	-6	4	-0.6
COc1ccc(S(=O)(=O)N2CCCC2C(=O)NCc2cccs2)cc1 (centres undefined)	-1.4	2	3	1	-1	-7	-7	-15	0	-0.4
COc1ccc(-c2cc(C(=O)N3CCCC(C(F)(F)F)C3)c3ccccc3n2)cc1OC (centres undefined)	0.2	-34	6	-3	2	-14	-18	-16	-2	0.2
N/C(=N\OC(=O)Oc1ccccc1)c1ccc(Br)cc1	-0.3	14	-4	1	-1	3	6	3	-3	-2.3

Copied from the list.
In PKA-R2B activ, O=[N+]([O-])c1cccc(-c2n[nH]c(=S)n2Cc2ccccc2)c1 is listed with 1
In CAL PDZ FP-2, CCOC(=O)C(=O)NNc1ccc(Cl)cc1 is listed with -2.1

The list goes on.
SMILES	LANA DNA inh	SR-BI uptake up	PKA-R2B activ	DAGLB inh	CAL PDZ FP-1	RTF Ca sens act	Rtt109 Vps75	Cardiac RTF inh	Keap1 Nrf2 FP	CAL PDZ FP-2
NC(N)=NCCCc1cn(CC(=O)N2CCNCC2)nn1	-0.3	-6	0	-4	-1	3	3	-1	-5	-0.5
O=C(N/N=C/c1ccc2c(c1)OCO2)c1cc(-c2ccc(F)cc2)nc2ccccc12	-0.6	-22	-3	-2	-4	-9	-2	-10	-6	-3.0
S=C1NCN(Cc2ccco2)CN1Cc1ccco1	4.6	6	-23	-3	/	1	0	-4	-1	-0.1
O=C(CN1CCN(S(=O)(=O)c2ccc(F)cc2)CC1)Nc1ccc(Cl)cn1	-2.3	6	-10	2	1	0	-5	2	-1	-0.1
C=CC(=O)NCc1ccc(-c2csnn2)cc1	1.6	5	10	-2	57*	5	-8	2	-1	1.0
O=C(NCc1ccccc1)C1=C[C@@H](c2ccc(Br)cc2)C[C@@H](OCCCCO)O1	0.4	0	-3	1	-2	0	-1	-6	2	-0.2
CN1C(=O)c2ccccc2C(C(=O)O)C1c1cccc(Cl)c1 (centres undefined)	2.1	17	-3	-2	-4	6	-6	11	3	-1.1
O=C1c2cccc3cccc(c23)C(=O)N1CCN1CCN(CC(O)COCc2ccc(Cl)cc2)CC1 (centres undefined)	0.4	-48	1	-4	-1	9	9	-3	-1	-2.2
CC(NC(=O)OCc1ccccc1)C(=O)NCC1CCCO1 (centres undefined)	0.5	30	-2	1	/	-3	-11	5	2	-0.1
Cc1ccc(NC(=O)CN(C)C(=O)c2ccc(Br)o2)cc1	-0.2	/	2	-5	-5	2	-1	-15	1	-4.5
O=C1c2ccccc2/C(=C\c2ccc(Br)s2)N1c1ccccc1	0.1	5	-16	-2	-2	6	-6	-5	-4	-2.1
O=C(c1csc(Nc2ccccc2Cl)n1)N1CCCC1	-1.0	0	3	-3	-2	0	-2	-3	-3	-1.0
COc1cc(/C=C2/C(=O)N(c3ccc([N+](=O)[O-])cc3)N=C2N2CCOCC2)ccc1O	0.5	-10	-8	-1	1	8	8	-3	-2	1.4
CC(C)(C)n1ncc2c(=O)n(CC(=O)Nc3ccccc3)cnc21	3.2	7	-6	-8	1	1	2	-8	-2	0.0
CCN(C(=O)COC(=O)c1nc2nc(C)cc(C)n2n1)C1CCS(=O)(=O)C1 (centres undefined)	-1.5	-4	13	1	1	-4	-14	-5	-1	-0.3
Cn1c2c(c(=O)n(C)c1=O)C(C(F)(F)F)(C(F)(F)F)N=C(c1ccccc1Cl)N2	-0.3	12	1	-1	-2	9	-18	-14	0	-0.5
Cn1cccc1CC(=O)NNC(=S)NC(=O)c1ccc(F)cc1	-0.2	7	-7	1	-2	0	0	-11	-5	0.1
O=C(N/N=C/c1cc2ccccc2nc1Cl)c1ccncc1	0.5	-8	5	1	/	4	-24	-8	3	-1.9
Cc1ccc(N(Cc2cc3ccc(C)cc3[nH]c2=O)S(C)(=O)=O)c(C)c1	-2.3	24	-3	5	-4	-1	2	3	3	0.3
Cc1onc(-c2ccccc2Cl)c1C(=O)Nc1cccc(-c2cn3cccnc3n2)c1	-1.6	2	-8	0	/	-4	-3	-4	-3	-9.6
O=C(O)c1cc(-c2cccnc2)nc2ccc(Br)cc12	-0.4	8	6	2	3	6	5	-13	-6	-2.6
CCn1c(N2CCN(S(=O)(=O)c3ccc(F)cc3)CC2)nc2ccccc21	-0.9	6	-4	-3	4	1	17	5	-1	-0.5
O=C1NC2(CCCCCC2)C(=O)N1Cc1cccc(Cl)c1	-0.1	-2	3	1	-2	-5	4	2	-4	-0.2
O=c1cc(CSc2nnc(-c3ccccc3)o2)c2ccccc2[nH]1	0.0	2	0	3	/	2	1	3	-4	-0.2
CC(CN1CCOCC1)OC(=O)c1ccc2c(c1)OCCO2 (centres undefined)	-1.0	31	2	2	-6	1	6	-2	-1	-0.9
O=C(OCc1ccccc1)c1ccc2c(c1)-c1ccccc1C2=O	1.1	-43	-3	-11	1	-5	1	1	-1	-1.6
OCC(O)C1OC(Nc2ccc(Br)cc2)C(O)C1O (centres undefined)	-1.1	16	2	-1	-5	0	0	-6	-11	0.0
NC(=O)c1cc(S(=O)(=O)N2CCCC2)ccc1OCCOc1ccccc1F	0.2	5	-10	1	44*	10	4	-7	0	0.0
